Source: PubChem (several laboratories)
PKA-R1A act – activators of PKA-R1A complex; P00514+P68181; PKA-R1A dissociation, Cy5-IP20 fluorescence polarization; scaled: DMSO 0%, 113 µM cGMP 100%; activation, % at 11.4 µM; hit rate 0.083% among 340,000; AID 504707;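 active = percent activation above the mean of all tested compounds plus 3 SD, cut at about 19% in these data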;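 also: higher means more PKAc released from R1A so a rise in polarization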
phage Ecoli inh – E. coli growth loss with phage present | AID 651602 | hit rate 0.26% among 360,000 | inhibition, % at 11.9 µM | growth absorbance; in the data active = inhibition above about 11%
AddAB inh – less growth of phage-infected E. coli with AddAB; E. coli expressing H. pylori AddAB, absorbance growth; inhibition, % at 11.9 µM; hit rate 0.29% among 330,000; AID 435030; in the data active = inhibition above about 12%;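 also: 0% = vehicle wells of infected cells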
OPRM1-OPRD1 ag – OPRM1-OPRD1 heterodimerization agonism; P35372+P41143; cells, luminescence; activation, % at 9.3 µM; hit rate 0.3% among 340,000; AID 504326; in the data active = activation above about 18%;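 also: 0% = vehicle-treated cells and 100% = reference agonist; values of inactives mirror those of a sister screen read the other way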
Target sequence (P35372 whole entry, looked up): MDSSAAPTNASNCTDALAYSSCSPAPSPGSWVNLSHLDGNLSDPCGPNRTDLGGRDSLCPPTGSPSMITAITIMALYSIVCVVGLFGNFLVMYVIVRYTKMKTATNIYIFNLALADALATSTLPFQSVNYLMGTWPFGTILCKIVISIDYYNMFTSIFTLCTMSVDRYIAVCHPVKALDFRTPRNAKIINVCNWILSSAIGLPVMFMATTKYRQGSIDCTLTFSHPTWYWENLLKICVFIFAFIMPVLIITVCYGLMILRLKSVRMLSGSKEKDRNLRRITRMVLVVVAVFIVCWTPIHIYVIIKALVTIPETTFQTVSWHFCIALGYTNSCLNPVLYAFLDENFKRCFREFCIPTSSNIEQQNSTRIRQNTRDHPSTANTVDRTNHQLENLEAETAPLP
Target sequence (P41143 whole entry, looked up): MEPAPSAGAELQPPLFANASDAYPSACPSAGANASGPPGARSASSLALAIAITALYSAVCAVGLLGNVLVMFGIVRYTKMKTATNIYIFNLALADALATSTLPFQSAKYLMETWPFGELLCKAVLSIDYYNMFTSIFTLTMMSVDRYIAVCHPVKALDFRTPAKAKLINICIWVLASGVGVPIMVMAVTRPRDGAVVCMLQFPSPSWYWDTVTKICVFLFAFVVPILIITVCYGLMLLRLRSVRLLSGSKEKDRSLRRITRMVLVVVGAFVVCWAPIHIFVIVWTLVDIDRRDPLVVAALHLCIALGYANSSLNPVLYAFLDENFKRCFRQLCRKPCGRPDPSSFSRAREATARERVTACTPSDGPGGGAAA
HTR5A inv ag – HTR5A inverse agonism, opioid heterodimer counter-screen. hit rate 0.083% among 340,000. HTR5A cell line, luminescence. inhibition, % at 9.3 µM; in the data active = inhibition mostly above about 23%, no sharp cut-off; inactive = mostly below about 18%;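 also: 0% = cells with DMSO and 100% = no-cell wells with DMSO; some compounds called inactive have numbers as strong as hits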
SUMO Mot1 rescue – SUMOylation pathway inhibition by Mot1-301 growth rescue; S. cerevisiae Mot1-301 growth rescue, ATP luminescence, 38.5C; percent above DMSO median, 100 means doubled; growth rescue, % at 18.8 µM; hit rate 1% among 320,000; AID 2716;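 active = every valid replicate shows activation above 250% relative to neutral control wells; inactive = the rest, any valid replicate at or below 250%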;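 also: OY570 slx delta 5 strain wells were the positive control but not used for scaling; some compounds called inactive have numbers as strong as hits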
PfHsp90 set2 – growth inhibition of yeast expressing Plasmodium Hsp90; AID 504621; S. cerevisiae expressing PfHsp90, BacTiter-Glo ATP, 48 h; yeast lacking PDR1 and PDR3 efflux regulators; hit rate 0.32% among 310,000; inhibition, % at 9.4 µM;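 active = every replicate shows inhibition above about 80%, whatever the replicate mean, limit read from the data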;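 also: 0% = DMSO neutral controls and 100% = 20 µM radicicol positive controls; yeast relying on Plasmodium falciparum Hsp90 in place of its own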
HTR5A ag ctr – counter-screen for OPRM1-OPRD1 agonists: human HTR5A agonism. P47898. HTR5A agonist assay, luminescence, cell-based. activation, % at 9.3 µM. hit rate 0.61% among 340,000; in the data active = activation mostly above about 9.5%, no sharp cut-off; inactive = mostly below about 7.6%;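 also: 0% = cells with vehicle only and 100% = reference agonist; strong numbers were not always called active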
E coli growth – reduces bacterial viability in AddAB counter-screen. E. coli V3065 growth, OD600 absorbance, 18 h. inhibition, % at 11.9 µM. hit rate 0.27% among 330,000;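 active = inhibition above the campaign's mean inhibition across all tested compounds plus 3 SD, cut at about 9.9% in these data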;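 also: uninfected addAB+ strain grown without phage in ampicillin broth; 0% = DMSO wells and 100% = ciprofloxacin 0.95 µg/ml wells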
MOR-DOR inv ag – inverse agonist of human OPRM1-OPRD1 heterodimerization; P35372+P41143; cell-based MOR-DOR heterodimer luminescence, inverse agonism; inhibition, % at 9.3 µM; hit rate 0.21% among 340,000; in the data active = inhibition above about 22%, passing the limit was not always enough;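 also: 0% = cells with DMSO and 100% = wells without cells with DMSO; values of inactives mirror those of a sister screen read the other way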
DSG3 Ab inh – blocks pemphigus antibody binding to human desmoglein-3; P32926; DSG3-coupled beads, scFv-anti-DSG3-GFP binding, flow cytometry; stronger effect = lower value; binding (percent of control), % at 10 µM; hit rate 0.48% among 310,000;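 active = binding more than 3 SD below its plate's average and above zero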; also: some compounds called inactive have numbers as strong as hits
An asterisk follows results filed as active; i = inactive; nt = no result given. Hits appear at their usual frequency; 3.2% or so of the library scored in one or more.

SMILES	PKA-R1A act	phage Ecoli inh	AddAB inh	OPRM1-OPRD1 ag	HTR5A inv ag	SUMO Mot1 rescue	PfHsp90 set2	HTR5A ag ctr	E coli growth	MOR-DOR inv ag	DSG3 Ab inh
O=C(c1ccco1)N(Cc1cccc(Cl)c1)C1CCS(=O)(=O)C1 (stereo unspecified)	-13	2.0	4.8	-0.3	-5	-6	11	6	1.3	2	nt
O=C(O)c1nn(CCOc2ccc(Cl)cc2Cl)c(=O)c2ccccc12	0	-1.3	-0.7	1.5	-16	-10	7	6	-2.5	-10	nt
Cc1nnc(NC(=O)C2CSC3(C)CCC(=O)N23)s1 (stereo unspecified)	-5	3.3	-0.8	-1.0	-23	-7	nt	9	0.7	6	99
NC(=O)C1CCCN(CC(=O)Nc2cc(S(=O)(=O)N3CCOCC3)ccc2N2CCCC2)C1 (stereo unspecified)	-8	2.6	-0.9	-3.9	5	1	-8	-2	1.6	16	nt
Cc1ccc(NC(=O)Cn2cccc2)c(Br)c1	2	2.0	0.4	2.3	0	24	-1	0	-0.8	-13	96
COc1ccccc1-n1c(-c2ccc(Cl)cc2)c[nH]c1=S	-2	4.9	-0.1	-1.0	22	i	-8	-10	0.7	5	95
COc1cccc2c1C(=O)c1c(O)c3c(c(O)c1C2=O)CC(O)(C(C)=O)CC3OC1CC(O)C(O)C(C)O1 (stereo unspecified)	-3	-1.2	nt	3.8	7	nt	-1	-2	nt	-17	89
O=C(CSc1nnc(-c2ccccc2Br)o1)N1CCc2ccccc2C1	-8	3.4	-0.1	-0.2	11	12	5	-5	-0.1	1	97
O=C(O)CCCn1cc(NC(=O)c2ccco2)cn1	3	3.0	0.2	-1.1	7	-6	18	-3	-1.8	6	95
Cc1cccc(C)c1NC(=O)COC(=O)[C@@H]1CCCN1C(=O)c1cccs1	-1	1.8	-1.3	-1.8	-23	21	8	6	-2.5	10	127
CC(=O)c1cccc(NC(=O)c2cc(=O)[nH]c3ccccc23)c1	2	3.4	-0.7	-1.5	1	11	-18	0	0.5	7	113
CCOc1ccc(NN=C(C(=O)OC)C(=O)OC)c([N+](=O)[O-])c1	-5	4.4	1.7	1.3	11	364	-6	0	2.4	-6	109
CCc1ccc(NC(=O)CSc2ccc(-c3ccccn3)nn2)cc1	3	10.0	13*	-0.1	13	-16	nt	-4	15*	1	nt
CC(=O)c1ccc(OCC(O)CN2CCN(CCO)CC2)cc1 (stereo unspecified)	-6	2.4	4.2	-1.4	-8	-10	-12	3	-0.1	7	102
Cc1ccc(CC(=O)Nc2ccc(S(=O)(=O)N3CCOCC3)cc2)cc1C	-6	0.5	2.5	-3.1	-21	2	5	0	2.1	12	92
CC(=O)N1C(C)(C)CC(=NOC(=O)c2ccccc2)CC1(C)C	-8	2.3	2.2	-1.7	28	3	20	1	2.9	9	101
Clc1ccc(-c2nnc(-c3ccccc3)nc2-c2c[nH]c3ccccc23)cc1	-9	3.1	3.9	0.2	0	1	8	0	1.1	-1	100
CCc1n[nH]c(=S)n1/N=C/c1ccc(-c2ccc(Br)cc2)o1	0	-3.4	0.3	6.5	-18	-4	0	4	-1.7	-33	103
CCN1CCN(C(=O)C(C)Oc2ccc(S(=O)(=O)N3CCCC3)cc2C(N)=O)CC1 (stereo unspecified)	0	2.8	2.5	-3.6	2	-8	19	-1	1.6	15	109
CCCOc1ccc(NC(=O)OC2CCN(C)CC2)cc1	-1	3.4	1.0	-2.0	-4	-6	-2	1	-2.2	12	89
COc1ccc2[nH]c3c(c2c1)CCN1C(=O)C(CC(=O)NCCCn2ccnc2)C[C@H](C(=O)N2CCOCC2)[C@@]31CCC1CCCC1 (stereo partly specified)	2	2.2	-1.4	-3.5	-8	nt	-5	2	-0.4	18	107
O=C(CCNC(=O)c1ccccc1Cl)Nc1ccc(Cl)c(C(F)(F)F)c1	-5	4.7	3.9	5.3	-5	2	nt	2	0.9	-39	91
CN1CCN(C(=O)/C(=C/c2ccccc2F)NC(=O)c2ccccc2)CC1	-4	0.7	2.3	-1.2	-1	-8	14	3	-1.1	6	89
NC(=O)COC(=O)c1ccc(C(=O)C(=O)c2ccccc2)cc1	nt	3.5	3.2	nt	nt	299	-6	nt	-0.6	nt	100
CCC(NC(=O)Nc1nccs1)(C(F)(F)F)C(F)(F)F	-3	0.8	0.3	2.2	-30	19	-1	-3	1.8	-13	107
CCn1cc([C@@H]2C[C@H]3CN(Cc4cccc(Cl)c4)C(=O)[C@]34CCCN24)cn1	nt	2.9	4.0	nt	nt	0	-1	nt	0.7	nt	131
CC1(NC(=O)NCc2ccco2)CCS(=O)(=O)C1 (stereo unspecified)	-1	0.2	2.6	-0.4	11	20	-5	-4	0.9	3	100
COc1ccc(OC)c(C(=O)NC(CC(N)=O)c2ccc(N3CCN(c4ccc(F)cc4)CC3)c([N+](=O)[O-])c2)c1 (stereo unspecified)	-2	3.2	-1.0	2.0	-33	-25	10	12	-1.9	-12	112
CCOc1ccc(NC(=O)CN(c2ccc(OC)c(OC)c2)S(=O)(=O)c2ccc(C)cc2)cc1	-3	-1.2	-0.2	-1.1	8	91	9	-2	-1.0	6	119
O=[N+]([O-])c1cc(Cl)cc(/C=N\Nc2ccccn2)c1O	-6	-0.9	0.2	-1.0	16	10	nt	-7	-3.1	5	101
CCn1cc(C(=O)O)c(=O)c2cc(F)c(N3CCN(C(=S)Nc4ccccc4OC)CC3)cc21	-14	100*	98*	-3.6	40	-6	-7	6	99*	18	103
Cc1cc(C(=O)Nc2ccc(Cl)cc2)c2ccccc2n1	-3	1.4	1.0	-0.4	8	15	-6	-2	-0.3	2	104
CC(=O)Cn1ncc(N2CCOCC2)c(Cl)c1=O	-3	0.6	-0.6	-1.6	-13	-1	5	4	-0.5	7	121
CCCCCN1C(=O)/C(=C/c2c(N3CCc4ccccc4C3)nc3ccccn3c2=O)SC1=S	-11	1.4	-1.8	-3.5	3	-7	-46	-1	-0.8	19	133
COc1ccc(-c2nc(C#N)c(NCC3CCCO3)o2)cc1OC (stereo unspecified)	-2	0.2	2.3	-1.9	-17	-3	-26	2	-1.2	10	97
CC(C)N(Cc1ccccc1)C(=S)NCCN1CCOCC1	-5	1.5	2.4	-2.2	-3	26	-1	1	1.3	13	97
Cc1[nH]n(-c2ccccc2)c(=O)c1C=Nc1ccc(S(N)(=O)=O)cc1	1	3.2	-0.6	-1.5	-3	1	2	1	-1.4	8	107
COc1ccc(OC)c(C(=O)c2coc3ccc(OCC(=O)O)cc23)c1	-6	-0.3	0.7	-1.7	4	-28	6	2	-0.6	11	99
COc1ccc2c(c1)cc(C(=O)N[C@@H](Cc1ccccc1)C(=O)O)n2C	-9	1.5	0.9	-1.6	-8	-2	37	2	-1.4	8	104
CCN(CC)S(=O)(=O)c1ccc(N2CCOCC2)c(NS(=O)(=O)c2cccs2)c1	9	4.3	0.8	-5.8	5	-8	-16	6	0.0	22	104

Given comma-delimited: part of the list above.
Compound,PKA-R1A act,phage Ecoli inh,AddAB inh,OPRM1-OPRD1 ag,HTR5A inv ag,SUMO Mot1 rescue,PfHsp90 set2,HTR5A ag ctr,E coli growth,MOR-DOR inv ag,DSG3 Ab inh
CC(C)N(Cc1ccccc1)C(=S)NCCN1CCOCC1,-5,1.5,2.4,-2.2,-3,26,-1,1,1.3,13,97
Cc1[nH]n(-c2ccccc2)c(=O)c1C=Nc1ccc(S(N)(=O)=O)cc1,1,3.2,-0.6,-1.5,-3,1,2,1,-1.4,8,107
COc1ccc(OC)c(C(=O)c2coc3ccc(OCC(=O)O)cc23)c1,-6,-0.3,0.7,-1.7,4,-28,6,2,-0.6,11,99

Additional results
SMILES	PKA-R1A act	phage Ecoli inh	AddAB inh	OPRM1-OPRD1 ag	HTR5A inv ag	SUMO Mot1 rescue	PfHsp90 set2	HTR5A ag ctr	E coli growth	MOR-DOR inv ag	DSG3 Ab inh
Cc1cc(N/N=C/c2ccc([N+](=O)[O-])o2)nc2ccccc12	-8	7.1	50*	3.0	3	-6	-9	-1	32*	-15	106
Cc1ccc(S(=O)(=O)NC(=O)NCCc2ccccc2)cc1	-4	2.1	0.5	-0.8	6	9	-5	-2	0.9	4	94
COc1cccc(C2CC(c3ccccc3Cl)n3nc(N)nc3N2)c1 (stereo unspecified)	-6	5.4	3.9	2.6	-10	-21	59	1	3.0	-13	98
CC(C)(C)OC(=O)NCCc1nnc(SCC(=O)Nc2ccc(Br)cc2)o1	-9	-0.5	-2.1	-0.5	-15	-10	9	2	-1.4	3	98
O=C(Nc1c(-c2ccccc2)nc2ccc(Cl)cn12)c1cccs1	-11	1.1	4.2	-5.3	7	14	-4	6	0.2	24	99
COc1cc(-c2nnc(SCC(=O)c3ccc(C)cc3)o2)cc(OC)c1OC	-2	-2.0	1.9	-1.6	14	4	3	17	0.6	9	124
COc1ccc(CN2c3c(Br)cccc3C(=O)CS2(=O)=O)cc1	-4	nt	-1.5	-2.2	17*	nt	-20	-5	-0.4	11	98
COC(=O)c1c(-c2c(Cl)cccc2Cl)noc1C(=O)NNC(=O)N(C)C	3	2.0	4.8	-1.5	-36	4	14	-1	2.8	7	109
COc1ccc(OCc2nnc(SCC(N)=O)n2-c2ccccc2OC)cc1	5	2.3	1.2	-2.1	-7	29	9	4	-1.1	11	96
CC1=C(C#N)C(c2cccnc2)C2=C(CC(c3ccc(Cl)cc3)CC2=O)N1 (stereo unspecified)	-7	2.1	2.0	-2.0	12	-1	-2	2	0.6	12	102
CCOC(=O)N1CCN(C(=O)c2sc3nc(-c4ccc(F)cc4)cn3c2C)CC1	3	2.9	0.0	-2.0	10	14	-16	-4	1.2	9	99
CC12C=CC(=O)C=C1C(F)CC1C3CCC(O)(C(=O)CO)C3(C)CC(O)C12F (stereo unspecified)	-1	2.6	nt	-1.9	0	nt	-6	0	nt	10	86
COc1ccc(C(=O)ON=C2CCN(C)CC2)cc1	-4	5.7	3.3	-1.2	25	132	-12	-1	3.1	6	93
C=CCc1cc(C(=O)N2CCCCC2)ccc1O	-5	0.8	0.5	-2.8	-10	1	nt	-2	-0.1	15	70
CCOCCCNCc1ccc(OCc2ccc(F)cc2)c(OC)c1	4	1.9	2.0	5.7	4	445*	-8	4	1.9	-26	95
CCCCn1c(-c2ccoc2C)n[nH]c1=S	9	1.2	2.1	-2.7	8	124	-21	4	0.2	13	100
O=C(Nc1cccc(C(F)(F)F)c1)c1ccc(-n2cncn2)nc1	-15	1.8	4.2	1.5	6	-4	4	-2	0.3	-7	99
O=C(CCNC(=O)c1ccccc1Cl)NCc1ccco1	-6	1.4	0.0	1.4	-2	-1	17	1	-0.7	-6	103
Cc1ccccc1OCCNc1cc(N2CC(C)NC(C)C2)ccc1[N+](=O)[O-] (stereo unspecified)	-6	6.0	-1.4	4.3	3	-7	-2	4	-4.2	-25	107
CC1CN(Cc2ccccn2)CCC1=O (stereo unspecified)	-1	2.3	0.9	-2.0	-34	-8	-1	13	0.7	12	108
CCc1cccc(NC(=S)N(CCOC)C2CCN(C(C)=O)CC2)c1	5	3.3	0.7	0.1	-5	-14	-8	1	-2.4	0	101
